Screening results from PubChem.
HSF1 activator = increases HSF-1 driven luciferase reporter signal; NIH3T3-HGL HSF-1 luciferase reporter, MG132, 8 h; 100% = twice DMSO control signal; activation, % at 9 µM; actives 1.7% (n = 300,000);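 active = mean replicate activation of at least 50% with a set share of replicates each reaching 50%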;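 note: 0% = median of the neutral control wells and 100% = twice that signal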
AI-2 QS mod = Vibrio harveyi AI-2 quorum sensing modulation; Vibrio harveyi JMH597 AI-2 luminescence/OD600 ratio, 9 h; stronger effect = lower value; strain lacks LuxN and CqsS sensors; 0 = neutral-control median; activity change, % at 7.5 µM; actives 0.4% (n = 300,000); in the data active = activity change below about -75%, passing the limit was not always enough;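 note: luminescence divided by OD600 gain over 9 h not by final OD600 alone; inactives centre near 13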
aSyn UTR inh = MLPCN primary screen, SNCA 5' untranslated region | AID 1813 | inhibition, % (tested at 7.5 µM) | actives 0.82% (n = 300,000) | alpha-synuclein 5'UTR reporter, inhibitor activity; in the data active = inhibition above about 60%;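 note: H4 neuroglioblastoma cells stably carrying SNCA 5'UTR luciferase fusion; 0% = DMSO wells and 100% = positive control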
SKKanGAS inh = blocks kanamycin growth of S. pyogenes SKKanGAS strain | BacTiter-Glo, 6 h | AID 1662 | actives 1.3% (n = 300,000) | inhibition, % at 7.5 µM;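 active = mean replicate score, as percent of positive control median, at least 50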;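 note: strain carries kanamycin resistance gene driven by streptokinase promoter and grows in 40 µg/ml kanamycin; loss of luminescence reflects streptokinase promoter inhibition or plain growth inhibition; 0% = median of DMSO wells and 100% = positive control at its reference dose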
HSP90 refold inh = inhibitors of HSP90 luciferase refolding in rabbit reticulocyte lysate | luciferase refolding luminescence, 3 h | inhibition, % at 5.6 µM | actives 0.91% (n = 290,000) | AID 1789;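 active = inhibition above the screen-wide mean plus 3 SD, computed separately per campaign, cut at about 16% in these data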;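 note: 0% = DMSO wells and 100% = 60 µM geldanamycin wells; inhibitors lower the luminescence because luciferase stays unfolded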
HIF activator = HIF pathway transcriptional activation; U2OS HRE-luciferase reporter, luminescence; normalized: DMSO 0%, desferrioxamine 100%; AID 1910; activation, % at 7.5 µM (by protocol); actives 0.32% (n = 300,000);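 active = mean activation of at least 10% of the iron chelator positive control signal, with at least half of replicates also reaching 10%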
HSF1 inh = HSF1 inhibition. NIH3T3-HGL HSE-luciferase, MG132-induced, luminescence 8 h; stronger effect = lower value. activity change, negative = inhibition, % at 7.5 µM (by protocol). actives 0.77% (n = 300,000);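 active = more than half of replicate wells show activity change below -50%, luminescence cut by over half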;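 note: luciferase reports HSF-1 transcriptional activity via heat shock element; 0% = median of DMSO wells and -100% = zero luminescence signal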
KLF5 inhibitor = inhibitors of KLF5 expression | DLD-1 KLF5 promoter-luciferase reporter, luminescence | inhibition, % at 5 µM | actives 0.23% (n = 290,000) | AID 1700;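 active = inhibition above a per-plate limit of that plate's mean compound inhibition plus 3 SD, cut at about 60% in these data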;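 note: 0% = DMSO wells and 100% = LY294002 at 200 µM; higher means less KLF5 promoter-driven luciferase light; inactives centre near -14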
IEC-6 tox = kills IEC-6 intestinal cells in KLF5 counter-screen. actives 0.78% (n = 290,000). AID 1825. IEC-6 cytotoxicity, luminescence viability. inhibition, % at 5 µM; in the data active = inhibition above about 22%;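 note: 0% = plate median of test compound wells and 100% = cytotoxic reference compound wells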
Platelet DG rel = modulates dense granule release in human platelets. actives 0.22% (n = 300,000). inhibition, %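 (compounds screened at 7.5 µM in platelet-rich plasma)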. human platelet-rich plasma, SFLLRN dense granule ATP release, luminescence. AID 1663;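 active = mean replicate score, as percent of positive control, at or above 50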
Active calls of the source: *; . = no result given. Rows were taken by chance (roughly 6% active in at least one column).

SMILES	HSF1 activator	AI-2 QS mod	aSyn UTR inh	SKKanGAS inh	HSP90 refold inh	HIF activator	HSF1 inh	KLF5 inhibitor	IEC-6 tox	Platelet DG rel
CCn1c(SCC(=O)Nc2ccccc2Br)nnc1-c1cnccn1	2.7	13.2	1.6	3.8	-3.0	0.4	2.2	-19.4	8.5	10.7
CCC1(C)N=C(c2ccc3c(c2)OCO3)CC(c2ccccc2O)N1 (stereo unspecified)	35.9	-11.4	-286.1	-0.6	-3.5	.	21.0	-125.5	0.3	3.1
O=C(NCc1cccs1)c1ccccc1C(=O)NCc1cccs1	-2.6	-2.3	4.7	11.3	-2.1	0.1	-9.0	-20.2	4.3	-6.0
Cc1cc(C2N=C(N)Nc3nc4ccccc4n32)c(C)n1-c1ccccc1Cl (stereo unspecified)	-6.8	24.2	8.4	7.2	0.3	0.0	-5.0	8.0	6.6	-1.3
Cc1ccc(S(=O)(=O)N2CCCCC2)cc1NC(=O)c1ccc2c(=O)n3c(nc2c1)CCCCC3	2.6	24.3	-17.7	6.7	2.8	-27.6	1.1	-1.4	6.1	-1.0
O=C(Nc1ccncc1)c1cc2ccccc2cc1O	261.4*	15.5	-78.7	24.6	.	3.9	231.8	.	.	30.7
CCCCN(C(=O)c1cccc(-n2cccc2)c1)c1c(N)n(CCCC)c(=O)[nH]c1=O	3.2	-0.4	-10.2	3.3	.	-2.6	-0.1	.	.	-5.8
OCCC1CN(Cc2cccn2-c2nccs2)CCN1CCc1ccccc1 (stereo unspecified)	-4.0	18.1	7.7	2.8	5.1	0.0	-13.8	-8.8	9.2	1.2
CC12CC(c3ccccc3O1)N(C(=O)c1ccco1)C(=O)N2c1ccccc1 (stereo unspecified)	26.1	-0.9	-19.0	-0.3	5.7	0.0	-1.2	-6.8	-3.0	1.6
CCC(Sc1ccccc1C(=O)O)C(=O)O (stereo unspecified)	1.7	-0.5	6.5	-2.5	-2.1	0.3	-8.1	-22.0	-8.2	13.8
COc1ccc(C(=O)C2CCN(C(=S)Nc3ccc(F)cc3)CC2)cc1	-3.5	20.0	6.9	1.6	1.2	-0.2	-7.4	-35.9	7.9	1.3
CC(C)c1ccc(NC(=O)COC(=O)/C=C/c2cccc(Br)c2)cc1	-0.4	8.7	-3.2	7.4	3.6	0.8	-3.0	-3.1	0.8	2.0
CC(Oc1ccc(Cl)cc1Cl)C(=O)NC1CCSC1=O (stereo unspecified)	7.1	31.0	-0.2	1.1	-0.8	0.0	5.2	-44.4	-3.3	0.2
Cn1sc(NC(=O)c2ccc(Cl)cc2)nc1=O	48.3	11.7	-115.1	-5.1	-0.9	1.0	21.8	-99.8	-0.7	-3.0
CCOC(=O)C1CCN(S(=O)(=O)c2ccc(Cl)s2)CC1	38.5	.	4.4	-11.0	0.2	0.1	1.6	8.9	-3.5	-2.4
CC1CCc2c(sc(NC(=O)COC(=O)c3ccc(NC(=O)CC#N)cc3)c2C#N)C1 (stereo unspecified)	1.8	31.7	-24.3	33.2	.	0.5	-6.4	.	.	36.3
C#CCOC(=O)/C(=C/C=C/c1ccccc1)NC(=O)c1ccccc1	5.0	24.8	10.5	-0.7	-0.3	-0.6	9.8	-9.9	4.4	9.3
COc1cccc(OC)c1C(=O)N1CCN(Cc2ccccc2C)CC1	-36.8	-8.8	23.3	-1.5	-2.2	0.1	-16.6	-21.1	-3.0	23.0
CCC1=C(c2ccc(C)cc2)S(=O)(=O)N=C1N1CCC(C(=O)NCCCN2CCCCC2C)CC1 (stereo unspecified)	-14.0	15.8	16.9	-3.0	2.8	0.1	-3.8	-3.4	5.8	2.7
CC(Sc1nnc(-c2cccs2)n1N)C(=O)NCC1CCCO1 (stereo unspecified)	19.8	-4.5	-15.7	-19.2	.	1.6	5.7	.	.	-3.4
O=C(Nc1ccc(Cl)c(Cl)c1)OCc1cnc(Cl)s1	-11.0	-53.3	-23.2	2.0	4.7	-0.2	1.5	-9.9	4.2	10.0
O=C(CSc1nnc(Cc2csc(Nc3cccc(Cl)c3)n2)o1)N1CCc2ccccc21	16.6	29.6	28.8	15.8	4.2	0.0	13.2	40.9	-4.4	-1.5
COc1ccc(-c2nsc(SCC(=O)NCc3ccc4c(c3)OCO4)n2)cc1	22.8	20.2	-45.3	-7.6	-2.8	0.5	1.2	-16.9	1.5	21.7
CCC(CC)C(=O)c1c[nH]c(C(=O)NCCCn2ccnc2)c1	-2.2	10.1	10.1	1.2	0.7	-0.1	-7.4	21.1	10.2	-1.0
O=C(O)C1CCCCC1C(=O)NCc1ccc2c(c1)OCO2 (stereo unspecified)	35.5	22.9	-26.2	-6.1	1.3	-0.1	15.5	-5.5	-0.9	-6.9
CCN=C1S/C(=C/c2ccc(-c3ccc(F)cc3)o2)C(=O)N1CC	-9.9	0.2	16.0	-6.0	3.0	1.0	0.6	12.0	-0.2	-2.2
CCCN(C(=O)CCl)C1=CCCCC1	1.0	23.4	-44.0	0.7	-0.9	-1.0	-10.3	-21.2	-4.6	2.6
C=CCC1NS(=O)(=O)OC2CCCC12 (stereo unspecified)	-5.5	3.8	5.4	0.8	-2.4	-0.4	-2.1	-36.6	-2.8	6.1
CCC(C(=O)O)n1nnc(-c2ccc(-c3ccc(OC)cc3)cc2)n1 (stereo unspecified)	19.4	2.6	-5.1	-3.5	-2.9	0.9	-3.7	-12.3	-8.3	-7.8
CCOc1ccc(CC2CCC(=O)NC2=O)cc1 (stereo unspecified)	2.0	16.4	12.2	7.4	-2.0	0.0	-2.8	-10.8	-4.3	9.8
COc1ccc(NC(=O)COC(=O)c2c3c(nc4ccccc24)CCCC3)cc1	-8.9	18.2	19.6	9.1	-0.1	-0.3	-0.3	11.2	-5.7	-2.3
Cc1c(C(=O)NC2CCCc3ccccc32)oc2ccc(S(=O)(=O)N3CCOCC3)cc12 (stereo unspecified)	10.3	7.3	20.7	8.6	-1.8	-1.2	1.2	-18.1	5.3	13.2
COC(=O)[C@@H](NC(=O)Nc1ccc2c(c1)OCCO2)C(C)C	-2.2	16.0	14.1	0.6	6.0	-0.5	-3.7	-35.5	0.5	4.3
Cc1ccc2oc(C(=O)NCc3ncc(C)[nH]3)c(C)c2c1	-7.5	26.2	-37.5	-0.5	-2.9	3.2	2.3	3.5	33.8*	-5.0
O=C(CN1C(=O)c2ccc([N+](=O)[O-])cc2C1=O)NCc1ccco1	-4.5	27.0	-6.6	18.7	6.6	-0.2	-9.7	-0.2	4.3	-3.4
O=S(=O)(Nc1nc(SCc2ccc(Cl)cc2)n[nH]1)c1ccc(F)cc1	-5.0	10.7	4.4	-13.1	6.8	0.1	-4.3	-5.8	6.0	7.4
CCCCNC(=O)CC(C(=O)N1CCc2ccccc21)n1ccnc1 (stereo unspecified)	-5.0	20.3	4.5	-2.5	2.4	0.2	-10.3	-17.3	0.2	-0.7
CC1(C)Cc2ccccc2-c2nc(CN3CCOCC3)[nH]c(=O)c21	-6.9	6.3	10.9	20.0	-1.6	0.8	-8.5	-7.2	-8.6	5.0
CCCn1cc(S(=O)(=O)CC(=O)NC2CCCCC2)c2ccccc21	-12.9	32.0	0.9	5.3	3.5	-0.5	-5.6	-16.9	1.2	4.9
O=C(O)CCC(=O)N1CCc2cc(S(=O)(=O)NCCc3ccc(Cl)cc3)ccc21	7.1	17.6	0.0	0.3	-0.7	-0.3	-0.8	-22.7	0.2	1.0
CS(=O)(=O)N1CCc2cc(C(=O)Nc3ccc(Cl)cc3)ccc21	41.2	.	-137.9	-5.2	-6.0	3.2	12.8	-141.4	3.5	-2.2
Cc1c(-c2ccccc2)[n+](=O)c(-c2ccco2)c(C)n1[O-]	6.4	3.6	-25.2	-3.9	0.0	0.7	5.4	3.7	5.9	-1.1
Cc1ccc(-c2nsc(SCC(=O)NCc3ccc4c(c3)OCO4)n2)cc1	4.7	25.3	-21.3	-17.7	-0.3	-0.2	-1.5	-10.6	10.3	-16.4
CCOCCCn1c(SCC(=O)N2CCOCC2)nc2ccccc2c1=O	17.6	9.1	7.5	-3.6	-0.3	-0.4	-8.4	9.7	5.7	-5.4
CCSc1nc2c(c(=O)[nH]1)C(c1cccs1)C(C(=O)OC)=C(C)N2 (stereo unspecified)	-23.7	1.7	-15.8	-0.2	-2.8	-0.4	0.0	-1.0	-1.2	-4.2
CS(=O)(=O)N(CC(=O)Nc1ccc(F)cc1)C1CCCCC1	-8.2	29.7	3.0	-6.0	-5.5	-1.7	-5.9	-11.6	-5.7	-3.0
CCc1ccc2c(c1)C(NC(C)=O)C(=O)N2CCN1CCOCC1 (stereo unspecified)	-14.6	-1.9	-2.7	-2.7	7.7	0.6	-13.8	-6.7	5.5	.
CCOC(=O)C1=C(CC)Nc2ccccc2N=C1NC(=O)c1ccc(S(=O)(=O)N2CCOCC2)cc1	28.1	5.1	-9.5	-17.8	-2.2	-0.2	12.5	9.2	-2.7	-5.2
COc1cccc(Nc2ncnc3onc(-c4ccccc4OC)c23)c1	-4.4	7.0	20.6	-2.8	-1.4	-0.2	1.2	-19.2	5.7	1.2
CCOc1ccc(S(=O)(=O)NCc2ccc(OC)cc2)c2cccnc12	-2.3	14.8	9.9	0.9	-0.6	-0.2	2.4	-17.0	-3.1	1.3
Following part:
SMILES	HSF1 activator	AI-2 QS mod	aSyn UTR inh	SKKanGAS inh	HSP90 refold inh	HIF activator	HSF1 inh	KLF5 inhibitor	IEC-6 tox	Platelet DG rel
Cc1ccnc(NC(=O)CCNC(=O)c2ccc(Cl)cc2)c1	17.7	9.7	-110.3	-2.9	-3.6	2.5	-2.5	-51.4	3.0	-5.3
COc1cccc(-c2cc(C(F)(F)F)n3nc(C(=O)Nc4c(C)n(C)n(-c5ccccc5)c4=O)cc3n2)c1	-18.7	11.4	23.1	-4.1	-1.5	-0.1	-14.2	-6.2	-5.0	18.8
CCOc1ccc(NC(=O)CC2Nc3ccccc3NC2=O)cc1 (stereo unspecified)	9.8	2.0	-4.3	3.1	-1.3	-0.2	-3.4	-9.8	1.6	7.4
COc1ccc(C(C#N)N2N=C(c3ccccc3)CC2c2ccccc2)cc1OC (stereo unspecified)	39.6	14.4	-182.4	-8.6	-6.2	2.0	3.4	18.6	11.8	-1.1
NC(=O)c1nsc(C(=O)N(c2cccc(F)c2)C(C(=O)NC2CCCC2)c2ccc(O)cc2)c1N (stereo unspecified)	29.8	0.4	-6.2	-1.1	1.5	0.3	15.9	-49.0	4.8	1.4
Cc1cc(C)cc(NC(=O)N2CCN(Cc3ccc4c(c3)OCO4)CC2)c1	-62.7	19.2	9.3	-9.0	0.6	-0.4	-57.8*	17.8	3.3	-2.4
